Screening data as filed in PubChem BioAssay.
NOD2-RIPK2 inh: NOD2-RIPK2 protein interaction inhibition | O43353 | CHO BLA complementation NOD2-RIPK2, CCF4 ratio | inhibition, % at 4.98 µM | 0.38% of 360,000 active | AID 624267; in the data active = inhibition above about 21%;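 also: 0% = vehicle only and 100% = reference blocker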
Target sequence (O43353 whole entry, looked up): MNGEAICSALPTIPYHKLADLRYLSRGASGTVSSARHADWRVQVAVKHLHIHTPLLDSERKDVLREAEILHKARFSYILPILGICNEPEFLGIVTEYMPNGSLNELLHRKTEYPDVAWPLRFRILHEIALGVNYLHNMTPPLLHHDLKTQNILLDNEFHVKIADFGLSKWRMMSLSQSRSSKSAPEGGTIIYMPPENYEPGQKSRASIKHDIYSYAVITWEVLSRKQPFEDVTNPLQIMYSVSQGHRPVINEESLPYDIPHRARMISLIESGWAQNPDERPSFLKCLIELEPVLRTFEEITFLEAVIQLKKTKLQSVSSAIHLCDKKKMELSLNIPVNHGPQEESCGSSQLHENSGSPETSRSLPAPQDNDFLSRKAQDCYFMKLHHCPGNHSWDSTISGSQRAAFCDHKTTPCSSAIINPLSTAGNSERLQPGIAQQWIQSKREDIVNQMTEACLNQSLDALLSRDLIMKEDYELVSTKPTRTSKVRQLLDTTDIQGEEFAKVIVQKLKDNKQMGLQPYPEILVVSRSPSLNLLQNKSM
MC4R antag cAMP: blocks human MC4R cAMP signaling; inhibition, % at 6.5 µM; MC4R-expressing cells, MTII-stimulated cAMP, LANCE TR-FRET; AID 540295; P32245; 0.48% of 360,000 active;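 active = inhibition above its plate's cutoff, the mean of tested wells on that plate plus 3 SD, cut at about 29% in these data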;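 also: 0% = Melanotan II alone and 100% = Melanotan II plus saturating MCL0020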
Target sequence (P32245 whole entry, looked up): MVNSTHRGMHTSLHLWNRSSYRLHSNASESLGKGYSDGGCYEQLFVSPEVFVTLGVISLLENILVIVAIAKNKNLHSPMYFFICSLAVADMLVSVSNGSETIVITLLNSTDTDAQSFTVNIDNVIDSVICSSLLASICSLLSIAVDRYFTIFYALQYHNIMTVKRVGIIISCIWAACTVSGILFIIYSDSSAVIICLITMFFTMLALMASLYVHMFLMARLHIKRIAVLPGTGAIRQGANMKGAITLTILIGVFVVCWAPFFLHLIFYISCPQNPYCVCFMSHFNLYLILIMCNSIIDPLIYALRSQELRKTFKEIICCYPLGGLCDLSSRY
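System: U2OS-MC4R stable cell line; Technique: Eu-cAMP/anti-cAMP TR-FRET, emission 671 nm; Repeats: single well per compound; Also added: Melanotan II; Dosing: one concentration, 6.5 µM nominal; Schedule: 30-min compound, 1-h challenge, 1-h detection, room temperature.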
Vif inh: blocks HIV Vif function. HEK293T cells, Vif self-association by quenched fluorescence, imaging, 24 h. inhibition, % at 7.49 µM. 0.35% of 340,000 active. AID 602346; in the data active = inhibition above about 50%, passing the limit was not always enough; also: some results filed as inactive read as strong as hits
Glyco luc inh: blocks N-linked glycosylation in D54 reporter cells | 0.23% of 360,000 active | reporter increase, % at 12.5 µM | D54 ERlucT glycosylation luciferase reporter, 24 h; percent of 100 nM tunicamycin response;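 active = mean luciferase reporter signal, scaled so untreated is 0 and the glycosylation-blocking control 100, at or above a set limit in every replicate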;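 also: luciferase carries N-glycosylation sites so blocking glycosylation raises the light; 0% = median of neutral control wells and 100% = median of 100 nM tunicamycin wells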
TLR9-MyD88 block: inhibitors of human TLR9-MyD88 binding; Q9NR96+Q99836; CHO BLA complementation TLR9-MyD88, CCF4 FRET ratio; inhibition, % at 4.98 µM; 0.21% of 340,000 active; AID 504734;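 active = inhibition above the mean over all tested compounds plus 3 SD, cut at about 21% in these data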;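 also: 0% = DMSO only wells and 100% = clavulanate BLA inhibitor control wells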
ABHD5 PLIN5 PPI: blocks binding of human ABHD5 to perilipin-5; AID 602281; Split G. princeps luciferase complementation, luminescence, 4 h; Q00G26+Q8WTS1; 0.78% of 360,000 active; inhibition, % at 4 µM;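 active = inhibition above the mean inhibition across every tested compound plus 3 SD, cut at about 22% in these data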;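 also: 0% = DMSO only wells and the 100% control is not disclosed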
Granule exo inh: lytic granule exocytosis inhibition. TALL-104 LAMP-1 surface exposure, flow cytometry; cells stimulated with thapsigargin and PMA. inhibition, % at 10 µM. 0.66% of 360,000 active. AID 651702;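 active = inhibition above about 55%, limit read from the data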
aDG glyco act: increases alpha dystroglycan glycosylation; activation, % at 10 µM; Pro5-aDG cells, alpha-DG glycosylation AlphaScreen (IIH6); 0% Pro5, 100% B10-LARGE cell signal; AID 624168; 0.22% of 360,000 active;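 active = activation of at least 8% versus controls, or a plate z-score of at least 8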;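 also: Pro5 are CHO cells carrying HIG-tagged alpha-DG that lacks glycosylation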
MC4R ag barr: agonists of human melanocortin 4 receptor (MC4R) beta-arrestin; U2OS MC4R beta-arrestin complementation, luminescence; percent of melanotan II response, DMSO zero; activation, % at 8.9 µM; 0.98% of 360,000 active; AID 540308;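 active = activation above a per-plate cutoff, the mean activation of sample wells on that plate plus 3 SD, cut at about 8% in these data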
ABCB6 inh 2: human ABCB6 transporter inhibition; AID 602162; 0.19% of 360,000 active; Q9NP58; fluorescence ratio to DMSO, % at 10 µM; K562-ABCB6 porphyrin accumulation, flow cytometry, 1 h; active compounds read low;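 active = fluorescence ratio to DMSO below 75%, the collection mean minus 3 SD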;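 also: signal is porphyrin accumulated inside mitochondria; 100% equals median channel fluorescence of DMSO control wells; lower ratio means ABCB6 inhibition with less porphyrin fluorescence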
An asterisk follows results filed as active; x = not tested or not shown.

#	molecule	NOD2-RIPK2 inh	MC4R antag cAMP	Vif inh	Glyco luc inh	TLR9-MyD88 block
1	COCCCNC(=S)N(CCO)Cc1cc2cc3c(cc2[nH]c1=O)OCO3	9	20	1	4	9
2	Cc1ccc2oc(C(=O)NCC(c3ccco3)N(C)C)c(C)c2c1 (stereo unspecified)	2	0	-2	-4	-5
3	O=C1C2C3C=CC(C3)C2C(=O)N1Cc1ccccc1 (stereo unspecified)	5	-2	-7	0	-1
4	CCOc1ccc(OCCC(=O)OCC(=O)N2CCN(S(=O)(=O)c3ccc(C)cc3C)CC2)cc1	14	14	-3	-1	0
5	COc1ccccc1NS(=O)(=O)c1ccc(N2CCOCC2)c(N)c1	4	-2	12	-2	-2
6	COc1ccccc1NC(=O)c1cc(Br)ccc1Cl	-13	3	0	1	-12
7	O=C(COC(=O)/C=C/c1ccc(C(F)(F)F)cc1)NC1CCS(=O)(=O)C1 (stereo unspecified)	0	2	2	-1	-7
8	CCCC(=O)Nc1c(C(=O)OCC)[nH]c2ccccc12	-14	0	0	3	12
9	CCOc1ccc(-c2ccc(/C=C3/C(=N)N4C=CSC4=NC3=O)o2)c([N+](=O)[O-])c1	-1	2	21	1	-3
10	CC(C)[C@H](NC(=O)c1cccc(CN(Cc2ccccc2)C(=O)/C=C/c2ccccc2)c1)C(=O)O	7	-3	2	1	7
11	C/C(=N/OC(=O)c1ccccc1)c1oc(C)nc1C	-2	0	-2	-1	-6
12	CCOC(=O)C1=C(CSc2nc3c(cc2C#N)CN(C)CC3)OC(N)=C(C#N)C1c1ccc(Cl)cc1 (stereo unspecified)	2	-3	6	1	10
13	O=C(O)/C=C/C(=O)NCc1ccccn1	-1	22	3	0	2
14	CN1CCN(c2nnc(-c3cccs3)c3ccccc23)CC1	4	-5	-1	0	8
15	O=C1C2C3C=CC(C3)C2C(=O)N1CCN1CCN(Cc2ccc([N+](=O)[O-])cc2)CC1 (stereo unspecified)	4	-4	-23	0	-4

#	ABHD5 PLIN5 PPI	Granule exo inh	aDG glyco act	MC4R ag barr	ABCB6 inh 2
1	-2	-8	0.2	0.3	141
2	-3	-4	0.1	-1.0	96
3	7	-3	-0.3	-0.7	98
4	2	8	0.1	-3.2	96
5	-3	-15	-0.3	-2.2	91
6	-3	0	-0.2	-2.1	97
7	-2	26	1.3	-1.6	101
8	0	2	0.0	-0.6	108
9	-6	2	0.1	-1.2	104
10	-1	-5	-0.1	0.3	98
11	-2	0	0.1	-0.6	97
12	-2	2	-0.3	-0.1	125
13	6	0	0.1	-1.5	97
14	2	-2	0.0	-0.8	97
15	-4	-1	0.1	-2.3	101

Later entries
#	molecule	NOD2-RIPK2 inh	MC4R antag cAMP	Vif inh	Glyco luc inh	TLR9-MyD88 block
16	Cc1ccc(C2C(=O)N(C3CCC(C)CC3)CC(=O)N2C2CCCC2)cc1 (stereo unspecified)	4	22	3	1	-1
17	Cc1nn(Cc2ccc(Cl)cc2)c(C)c1NC(=O)CCCn1nc([N+](=O)[O-])c(Cl)c1C	4	1	-7	-2	-4
18	CC(=O)c1c(Nc2ccccc2)sc(C(=O)c2ccccc2)c1C	13	-1	-6	-1	10
19	COc1cc(/C=C/C(=O)O)cc(S(=O)(=O)NC2CC2)c1OC	4	23	-5	2	-4
20	CCN1CCN(C(=O)/C(=C/c2cccs2)NC(=O)c2ccc(C)c(C)c2)CC1	3	-4	-1	0	-4
21	CN1C(=O)N(C)C(c2cccc([N+](=O)[O-])c2)C2=C1CCCC2=O (stereo unspecified)	-1	4	-5	-1	-2
22	COc1ccc(CSc2nnnn2-c2ccc(O)cc2)cc1F	-1	1	-3	-5	-6
23	O=C1NC(c2ccccc2)=C(c2ccccc2)C1=O	6	14	6	1	-3
24	CC(C)c1ccccc1NC(=O)CNCCc1ccc(C(F)(F)F)cc1	1	7	5	-1	5
25	COc1ccc(N2CCC(CNC(=S)Nc3cc(C)ccc3C)C2)cc1 (stereo unspecified)	9	13	-3	-3	-5
26	Cc1c(/C=N/NC(=O)c2cccnc2)cc(C#N)n1C	-3	-5	-8	2	1
27	O=[N+]([O-])c1ccc(-c2cnc[nH]2)cc1	-25	0	0	2	x
28	COc1ccc(C(C(=O)Nc2c(C)cccc2C)N2CCN(C)CC2)cc1 (stereo unspecified)	-11	x	x	x	x
29	Cc1ccc(NC(=O)c2cncc(Br)c2)c([N+](=O)[O-])c1	3	-11	-8	-3	5
30	CCOc1ccc(NS(=O)(=O)c2ccc(NC(=O)C3CCCO3)cc2)cc1 (stereo unspecified)	-11	-2	-9	-3	-6

#	ABHD5 PLIN5 PPI	Granule exo inh	aDG glyco act	MC4R ag barr	ABCB6 inh 2
16	-8	-1	0.3	1.0	95
17	13	0	0.2	-0.1	90
18	2	-1	0.1	1.0	99
19	2	-2	-0.2	-1.1	99
20	3	-6	-0.3	-0.3	102
21	1	-10	-0.2	-1.6	99
22	11	7	-0.2	-0.3	97
23	3	-3	-0.2	-0.9	99
24	3	0	0.1	4.1	100
25	2	17	0.1	-0.6	104
26	0	17	0.2	-2.6	96
27	2	-7	-0.1	-1.9	98
28	1	5	-0.2	x	x
29	16	-3	45*	5.4	99
30	0	-4	0.4	-1.8	99

Structures above that bear a hit mark in aDG glyco act:
#	molecule	NOD2-RIPK2 inh	MC4R antag cAMP	Vif inh	Glyco luc inh	TLR9-MyD88 block
29	Cc1ccc(NC(=O)c2cncc(Br)c2)c([N+](=O)[O-])c1	3	-11	-8	-3	5

#	ABHD5 PLIN5 PPI	Granule exo inh	aDG glyco act	MC4R ag barr	ABCB6 inh 2
29	16	-3	45*	5.4	99

The list goes on:
#	molecule	NOD2-RIPK2 inh	MC4R antag cAMP	Vif inh	Glyco luc inh	TLR9-MyD88 block
31	CCn1c(SCC(=O)Nc2cc(C)on2)nnc1-c1cccs1	-2	4	-3	-1	4
32	CCOc1ccc(NC(=O)N(C2CCCCC2)C(C)c2cccnc2)cc1 (stereo unspecified)	-3	-6	x	1	12
33	COc1cc(C2Nc3ccccc3C(=O)N2NS(C)(=O)=O)c([N+](=O)[O-])cc1OC (stereo unspecified)	-4	2	12	3	-7
34	Cc1ccccc1NC(=O)Cc1nc(COC(=O)c2nc(Cl)ccc2Cl)cs1	-7	-4	6	-1	-2
35	C=CCOC(=O)C1=C[C@H](c2ccc(C(F)(F)F)cc2)[C@@H](CCCO)[C@H](OCC)O1	-5	2	-10	-3	-1
36	CCn1c(C)c(C)c2cc(C(=O)NCCc3ccco3)ccc21	-8	-2	-4	0	-5
37	O=S(=O)(NCC(c1ccc2c(c1)OCO2)N1CCOCC1)c1ccc(F)cc1 (stereo unspecified)	1	13	1	0	6
38	CCCS(=O)(=O)NC(=O)C1(C)CCCN(C(=O)c2ccnc(Cl)c2)C1 (stereo unspecified)	3	-1	-9	1	x
39	COC(=O)c1cc(S(=O)(=O)N2CCN(c3cccc(OC)c3)CC2)cn1C	3	18	-2	-2	1
40	O=C(CN1CCOCC1)OCCCc1ccccc1	2	0	19	3	-15
41	CC(C)n1c(N2CCN(C(=O)Nc3ccccc3)CC2)nc2ccccc21	5	-1	11	0	0
42	COc1cc(C(F)(F)F)c(C(=O)N(C)Cc2ccc(Cl)c(Cl)c2)cn1	-4	-7	4	-2	9
43	C/C(=N\NC(=O)c1cc(C)nc2ccccc12)c1ccncc1	4	-5	-1	2	5
44	CCCCN1CC(COCc2ccccc2)Oc2cccc(F)c2S1(=O)=O (stereo unspecified)	13	6	9	-4	-5
45	COC(=O)c1cc(-c2ccc(C)o2)nc2ccccc12	-7	22	-5	7	-11

#	ABHD5 PLIN5 PPI	Granule exo inh	aDG glyco act	MC4R ag barr	ABCB6 inh 2
31	4	0	0.0	-2.4	81
32	-6	-2	0.0	-0.7	100
33	-6	1	-0.1	-1.4	98
34	-9	7	0.0	-1.3	101
35	5	-8	0.1	3.6	94
36	30*	4	-0.2	0.1	97
37	-9	-9	0.2	-3.4	98
38	4	10	-0.3	-1.0	98
39	2	1	-0.1	-1.5	95
40	-5	2	-0.3	0.2	95
41	0	-1	-0.1	0.7	94
42	1	-14	0.2	1.6	98
43	14	-5	-0.6	1.5	91
44	-2	9	0.2	-0.3	97
45	6	50	0.1	1.2	100

More results:
#	molecule	NOD2-RIPK2 inh	MC4R antag cAMP	Vif inh	Glyco luc inh	TLR9-MyD88 block
46	O=C1NC(=O)N(Cc2ccccc2F)C1=O	-2	11	8	1	2
47	O=C(NCc1ccncc1)C(=O)N/N=C/c1cccnc1	-3	14	-1	0	-4
48	COc1ccc(OCCSc2nnc(C)n2-c2ccccc2)cc1	8	3	-8	1	6
49	Cc1cccc(C)c1NC(=O)Nc1nc(CN(C)C)cs1	-2	12	-2	0	x
50	CCN(CC(=O)Nc1ccccc1OC)Cc1csc(CC(=O)Nc2ccc(C)cc2)n1	2	6	-2	-1	-4
51	Nc1nc(SCC(=O)Nc2ccc(OCc3ccccc3)cc2)n[nH]1	4	6	-5	-1	-6
52	Cc1cc(C)cc(Cn2cc(CN3CC(N(C)C)CS3(=O)=O)nn2)c1 (stereo unspecified)	4	x	x	x	x
53	O=C(CN1C(=O)NC2(CCCCCC2)C1=O)NCc1ccccc1Cl	2	1	0	2	-2
54	COCCCNC(=O)c1c(N)n(-c2ccccc2)c2nc3ccccc3nc12	-4	1	2	-1	x
55	Cc1ccccc1CSc1n[nH]c(NS(=O)(=O)c2ccccc2)n1	4	1	-12	-2	-7

#	ABHD5 PLIN5 PPI	Granule exo inh	aDG glyco act	MC4R ag barr	ABCB6 inh 2
46	11	-2	-0.1	-0.6	97
47	3	0	-0.1	-1.8	92
48	2	0	0.0	-2.1	93
49	2	12	-0.2	-0.6	94
50	0	-8	0.3	-1.9	103
51	0	6	-0.1	-1.4	93
52	7	-4	-0.2	x	100
53	-5	4	-0.1	-1.6	94
54	-9	1	0.2	0.7	110
55	1	12	-0.2	-1.4	102

Full records from above:
Cc1cccc(C)c1NC(=O)Nc1nc(CN(C)C)cs1 reads NOD2-RIPK2 inh: -2; MC4R antag cAMP: 12; Vif inh: -2; Glyco luc inh: 0; TLR9-MyD88 block: x; ABHD5 PLIN5 PPI: 2; Granule exo inh: 12; aDG glyco act: -0.2; MC4R ag barr: -0.6; ABCB6 inh 2: 94
O=C(NCc1ccncc1)C(=O)N/N=C/c1cccnc1 reads NOD2-RIPK2 inh: -3; MC4R antag cAMP: 14; Vif inh: -1; Glyco luc inh: 0; TLR9-MyD88 block: -4; ABHD5 PLIN5 PPI: 3; Granule exo inh: 0; aDG glyco act: -0.1; MC4R ag barr: -1.8; ABCB6 inh 2: 92
COc1ccc(C(C(=O)Nc2c(C)cccc2C)N2CCN(C)CC2)cc1 (stereo unspecified) reads NOD2-RIPK2 inh: -11; MC4R antag cAMP: x; Vif inh: x; Glyco luc inh: x; TLR9-MyD88 block: x; ABHD5 PLIN5 PPI: 1; Granule exo inh: 5; aDG glyco act: -0.2; MC4R ag barr: x; ABCB6 inh 2: x

Not all compounds are listed. The share of hits here may be higher or lower than overall.
